DAX1 inh-1: DAX1 (NR0B1) inhibitors on StAR promoter, primary screen, cell-based, luminescence, SF-1 (NR5A1), full-length DAX-1; HEK293T StAR-luciferase reporter, SF-1/DAX-1 repression relief; inhibition, % at 6.8 µM; hit rate 1.1% among 370,000; AID 652010, 2013;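 active = inhibition above the mean over all tested compounds plus 3 SD, cut at about 3.6% in these data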;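 also: 0% = DAX-1 cells with DMSO and 100% = cells lacking DAX-1 with DMSO; higher inhibition means more luminescence from relief of DAX-1 repression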
DAX1 inh-2: DAX1 (NR0B1) inhibitors, primary screen, cell-based, HEK293, Gal4-DAX1, luciferase luminescence. Nuclear receptor subfamily 0 group B member 1 (Homo sapiens), P51843. HEK293 Gal4-DAX1 luciferase reporter. inhibition, % at 6.75 µM. hit rate 0.99% among 340,000. AID 504766, 2011;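 active = inhibition above the mean over all tested compounds plus 3 SD, cut at about 4.2% in these data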;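 also: 0% = DAX1-transfected cells with DMSO and 100% = empty-vector control cells with DMSO; inhibition shows as a rise in luminescence from relieved DAX1 repression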
ssDAF-12 act: S. stercoralis DAF-12 nuclear receptor activators, primary screen, cell-based, luminescence, HEK293, GRIP1 co-expression, lit1-tk-luc | Nuclear hormone receptor DAF-12 (Strongyloides stercoralis) | HEK293 ssDAF-12/GRIP1 lit1-tk-luc reporter; % of 3 µM dafachronic acid response | activation, % at 6.8 µM | hit rate 1% among 370,000;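 active = activation above the mean over all tested compounds plus 3 SD, cut at about 0.9% in these data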;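 also: 0% = DMSO-only wells and 100% = 3 µM delta7-dafachronic acid wells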
SMARCA2 activ: SMARCA2 (BRM) function activators, primary screen, cell-based, luminescence, high throughput. MG213 cells, MMTV-luciferase reporter, dexamethasone, overnight. activation, % at 9.1 µM. hit rate 1% among 370,000; in the data active = activation above about 7.8%;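 also: 0% = vehicle wells and 100% = reference activator wells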
NR1D1 modulator: modulators of Rev-erb alpha DNA binding, primary screen, biochemical, FITC-DNA, fluorescence polarization, uHTS. Nuclear receptor subfamily 1 group D member 1 (Homo sapiens), P20393. Rev-erbα–FITC-DNA binding, 90 min. activity, % at 10 µM. hit rate 0.79% among 370,000. AID 1259318, 2017;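 active = activity above about 14%, limit read from the data; passing the limit was not always enough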;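 also: 0% = DMSO wells with 35 nM protein and 100% = DMSO wells with 750 nM protein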
ADAM17 inh: ADAM17 inhibitors, primary screen, biochemical, QFRET | inhibition, % at 6.95 µM | recombinant ADAM17, EDANS/DABCYL FRET peptide cleavage | Disintegrin and metalloproteinase domain-containing protein 17 (Homo sapiens), P78536 | hit rate 0.83% among 370,000 | AID 720648, 2013;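 active = inhibition above the mean of compounds lying between control limits plus 3 SD, set per campaign, cut at about 8.5% in these data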;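 also: 0% = DMSO-only wells as the low control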
MBD2 inh: inhibitors of MBD2 binding to methylated DNA, primary screen, biochemical, TR-FRET, DNA-binding domain, human | MBD2 binding to methylated oligonucleotide | AID 686964, 2013 | inhibition, % at 4.4 µM | Methyl-CpG-binding domain protein 2 (Homo sapiens), Q9UBB5 | hit rate 0.31% among 370,000; in the data active = inhibition above about 13%
hcDAF12 agonist: H. contortus DAF-12 nuclear receptor activators, primary screen, cell-based, luminescence, HEK293, lit1-tk-luc reporter | HEK293 hcDAF-12 lit1-tk-luc reporter; 0% DMSO, 100% Δ7-dafachronic acid | activation, % at 6.8 µM | hit rate 1.4% among 370,000;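 active = activation above the mean of all tested compounds plus 3 SD, cut at about 5.5% in these data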;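 also: 100% = response to 3 µM Δ7-dafachronic acid high control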
PLCg1 inh: PLC-gamma1 enzyme inhibitors, primary screen, biochemical, fluorescence, purified enzyme | fluorogenic substrate | inhibition, % at 12.2 µM | hit rate 0.84% among 370,000 | AID 720700, 2013; in the data active = inhibition above about 9.5%
Target sequence (P19174 whole entry, looked up): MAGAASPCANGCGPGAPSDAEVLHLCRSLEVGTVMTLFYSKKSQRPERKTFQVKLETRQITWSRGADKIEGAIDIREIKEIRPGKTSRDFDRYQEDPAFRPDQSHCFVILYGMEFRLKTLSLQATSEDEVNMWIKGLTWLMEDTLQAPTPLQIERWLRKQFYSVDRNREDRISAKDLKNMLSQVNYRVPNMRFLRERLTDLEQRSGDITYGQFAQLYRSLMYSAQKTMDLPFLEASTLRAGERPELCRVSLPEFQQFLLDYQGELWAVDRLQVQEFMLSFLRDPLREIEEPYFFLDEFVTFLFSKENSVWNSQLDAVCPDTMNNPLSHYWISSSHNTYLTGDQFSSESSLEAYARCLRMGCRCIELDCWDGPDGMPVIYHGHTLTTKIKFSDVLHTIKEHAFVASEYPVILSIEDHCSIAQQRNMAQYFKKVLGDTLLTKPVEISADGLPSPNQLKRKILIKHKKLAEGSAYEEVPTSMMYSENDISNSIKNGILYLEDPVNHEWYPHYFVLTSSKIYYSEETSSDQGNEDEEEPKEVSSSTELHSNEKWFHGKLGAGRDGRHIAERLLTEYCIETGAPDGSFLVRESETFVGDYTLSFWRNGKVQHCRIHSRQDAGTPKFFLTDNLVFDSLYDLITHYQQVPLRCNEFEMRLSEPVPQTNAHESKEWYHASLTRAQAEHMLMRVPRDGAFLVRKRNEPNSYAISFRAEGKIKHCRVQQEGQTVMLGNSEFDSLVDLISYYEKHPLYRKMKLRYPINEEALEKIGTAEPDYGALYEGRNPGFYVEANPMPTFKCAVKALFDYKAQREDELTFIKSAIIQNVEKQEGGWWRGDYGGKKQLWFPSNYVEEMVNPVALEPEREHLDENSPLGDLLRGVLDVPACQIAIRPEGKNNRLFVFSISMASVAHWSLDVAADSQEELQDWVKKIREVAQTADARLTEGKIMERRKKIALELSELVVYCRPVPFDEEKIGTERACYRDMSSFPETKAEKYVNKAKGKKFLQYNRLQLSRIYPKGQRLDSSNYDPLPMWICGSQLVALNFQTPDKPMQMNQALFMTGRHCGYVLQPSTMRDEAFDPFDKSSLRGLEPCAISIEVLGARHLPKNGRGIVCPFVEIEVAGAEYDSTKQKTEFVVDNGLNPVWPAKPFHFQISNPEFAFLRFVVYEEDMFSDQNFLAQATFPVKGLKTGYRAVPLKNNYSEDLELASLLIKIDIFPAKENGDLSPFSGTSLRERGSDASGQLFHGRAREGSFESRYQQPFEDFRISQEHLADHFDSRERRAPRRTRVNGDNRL
PLCb3 inh: human PLC-beta3 inhibitors, primary screen, biochemical, fluorescence; 1-phosphatidylinositol 4,5-bisphosphate phosphodiesterase beta-3 (Homo sapiens), Q01970; Purified PLC-beta3, fluorogenic substrate; inhibition, % at 12.2 µM; hit rate 0.18% among 370,000; AID 720704, 2013; in the data active = inhibition above about 11%;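 also: 0% = median of compound wells on plate and 100% = full blocker control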
hgDAF12 agonist: H. glycines DAF-12 receptor agonists, primary screen, cell-based, luminescence, HEK293, GAL4 fusion, UAS-luciferase | hit rate 1.8% among 370,000 | activation, % at 6.8 µM | HEK293 GAL4-hgDAF12 UAS-luciferase reporter, agonist luminescence; normalized to butyrate control | Nuclear hormone receptor DAF-12 (Heterodera glycines), GAL4 fusion | AID 687014, 2013;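 active = activation above a cutoff set at the mean of all screened compounds plus 3 SD, cut at about 10% in these data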;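 also: 0% = DMSO wells and 100% = sodium butyrate wells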
* = called active by the depositor; · = no result given.

SMILES	DAX1 inh-1	DAX1 inh-2	ssDAF-12 act	SMARCA2 activ	NR1D1 modulator	ADAM17 inh	MBD2 inh	hcDAF12 agonist	PLCg1 inh	PLCb3 inh	hgDAF12 agonist
O=C(NC(=S)NCc1ccccc1)C1CCCCC1	-0.1	1.0	-0.8	1	1	0	-1	1.7	1	4	-0.4
COc1cc2c(cc1OC)C1Cc3ccc(OC)c(OC)c3CN1CC2 (stereo not given)	1.0	-0.4	-1.4	2	-5	2	-2	-0.1	2	2	1.6
C#CCNC(=O)C[C@@H]1C[C@@](CCC(=O)OCC)(C(=O)OCC)C2=CCCCN2C1=O	-0.7	·	0.1	1	-5	-4	4	0.4	-1	1	-3.9
COc1ccc(C2=NN(C(=O)c3ccncc3)C(c3ccccc3O)C2)cc1 (stereo not given)	-0.1	-1.8	-1.6	-2	0	0	5	-1.2	-2	-12	1.2
Cc1ccc(CCNC(=O)C23C[C@H]4C[C@@H](C2)CC(n2nnc(C)n2)(C4)C3)cc1	-0.3	-2.9	-1.5	0	1	3	1	-1.3	5	-7	-1.7
Cc1ccc(S(=O)(=O)N2CCOCC2)cc1NC(=O)COC(=O)c1cc[n+]([O-])cc1	-0.4	-0.1	-1.0	-2	5	1	-6	0.8	3	-4	-3.7
Cc1nnc(NC(=O)c2ccccc2Oc2ccccc2)s1	-1.2	-0.9	-1.7	1	-3	1	1	-1.7	2	-4	-1.3
Cc1cccc(C)c1NC(=S)Nc1ccccc1C(=O)NCc1ccco1	-0.4	0.5	-0.5	-2	-1	-88	5	0.6	-50	-53	-3.6
CN1OC[C@@H]2CN(C(=S)NCCc3ccccc3)[C@H](c3ccc(N4CCCCC4)cc3)C[C@@H]21	1.7	·	-0.7	1	3	0	2	-1.0	1	1	2.2
CCCn1c(C)nc2cc(Cl)c(N3CCN(c4nc(-c5ccc(C)cc5)cs4)CC3)cc21	-0.6	-2.2	-1.9	0	0	0	-6	-2.2	-3	-2	0.0
O=C(/C=C/c1ccc(Cl)cc1Cl)NCCN1CCOCC1	-0.3	-1.1	-1.6	1	-5	-2	5	1.5	1	1	1.1
O=C(NCc1cccnc1)c1ccc(Cn2cc(C(F)(F)F)ccc2=O)cc1	0.0	-1.1	-0.2	-1	-2	-1	-3	-1.2	1	3	0.0
Cc1ccc2oc(=O)c3cc(C(=O)NCCCN4CCCC(C)C4)sc3c2c1 (stereo not given)	0.2	2.4	-0.4	3	1	-41	0	0.4	-10	-20	2.6
CCN(CC)C(=O)C1=C(C)N(CCC2=CCCCC2)C(=O)C(CC(=O)NCCN2CCOCC2)C1 (stereo not given)	-1.2	0.0	0.0	-4	-6	-3	8	0.7	2	-1	2.6
CC(C)c1cc(Cn2c3ccccc3c(=O)n2C(C)Cn2cc(C3CC3)nn2)on1 (stereo not given)	1.2	·	-1.2	-4	3	-62	-2	-1.3	-20	-29	5.7

Given with two lines to a compound: five of the compounds above.
Below each compound – DAX1 inh-1, DAX1 inh-2, ssDAF-12 act, SMARCA2 activ, NR1D1 modulator, ADAM17 inh, MBD2 inh, hcDAF12 agonist, PLCg1 inh, PLCb3 inh, hgDAF12 agonist
> O=C(NCc1cccnc1)c1ccc(Cn2cc(C(F)(F)F)ccc2=O)cc1
 : 0.0, -1.1, -0.2, -1, -2, -1, -3, -1.2, 1, 3, 0.0
> Cc1cccc(C)c1NC(=S)Nc1ccccc1C(=O)NCc1ccco1
 : -0.4, 0.5, -0.5, -2, -1, -88, 5, 0.6, -50, -53, -3.6
> Cc1ccc2oc(=O)c3cc(C(=O)NCCCN4CCCC(C)C4)sc3c2c1 (stereo not given)
 : 0.2, 2.4, -0.4, 3, 1, -41, 0, 0.4, -10, -20, 2.6
> COc1ccc(C2=NN(C(=O)c3ccncc3)C(c3ccccc3O)C2)cc1 (stereo not given)
 : -0.1, -1.8, -1.6, -2, 0, 0, 5, -1.2, -2, -12, 1.2
> CC(C)c1cc(Cn2c3ccccc3c(=O)n2C(C)Cn2cc(C3CC3)nn2)on1 (stereo not given)
 : 1.2, ·, -1.2, -4, 3, -62, -2, -1.3, -20, -29, 5.7

(continued)
SMILES	DAX1 inh-1	DAX1 inh-2	ssDAF-12 act	SMARCA2 activ	NR1D1 modulator	ADAM17 inh	MBD2 inh	hcDAF12 agonist	PLCg1 inh	PLCb3 inh	hgDAF12 agonist
COc1ccccc1CNC(=O)c1cc(S(=O)(=O)N2CCCC2)cn1C	0.9	0.4	-1.2	-3	-2	-6	4	0.2	-1	-3	-0.7
CCCOc1ccc(C2C(C(=O)c3ccc(C)o3)=C(O)C(=O)N2Cc2ccco2)cc1OCC (stereo not given)	1.4	-0.7	-1.0	-2	8	4	1	-1.4	-5	-17	1.4
Cn1c(SCC(=O)NCC2CCCO2)nc2c([nH]c3ccccc32)c1=O (stereo not given)	-0.1	-0.7	-0.2	0	2	-7	2	3.1	-3	-4	-1.1
Cc1ccccc1OCC(=O)N/N=C/c1cccc2cccnc12	-1.3	0.1	-1.0	-2	3	-1	2	-1.0	4	-9	-0.5
COc1ccc(C(=O)NCC2(c3ccccc3)CCOCC2)cc1	0.3	0.3	-1.2	2	-4	0	-4	1.3	0	-3	3.4
CCOc1ccccc1NC(=O)c1cc(=O)[nH]c2ccc(S(=O)(=O)N3CCOCC3)cc12	-0.8	-0.5	-1.1	-3	0	-4	-1	-0.7	3	-3	-0.8
COc1ccc(N2CCN(CCNC(=O)Nc3cccc(C)c3C)CC2)cc1	-0.4	-0.1	-1.2	-2	2	-5	-3	-0.7	3	-4	-1.8
Cn1c(SCC(=O)Nc2cccnc2Cl)nnc1-c1ccco1	1.8	1.7	-0.5	-4	-9	5	-3	1.6	3	4	-3.2
Cc1ccc(S(=O)(=O)Nc2ccncc2)c(C)c1	0.0	1.6	-1.3	2	7	-2	2	1.8	1	-3	1.4
OCc1ccc(-c2ccccc2)c(-c2ccccc2)c1	0.0	·	-1.2	-1	4	4	0	0.3	-2	-5	1.0
COCc1c(C(=O)N2CCN(Cc3nc4ccccc4s3)CC2)oc2ccccc12	-2.2	0.6	-0.3	5	3	-2	-4	1.4	-2	-2	0.2
O=C(NCCc1ccc(Cl)cc1)C1CCN(c2ncccn2)CC1	0.2	2.0	-1.1	-4	2	-9	2	-1.7	-6	-10	0.0
Cc1cc2oc(=O)cc(CSc3nc(N)cc(N)n3)c2cc1C(C)C	-0.5	0.7	-1.0	-2	4	2	-3	0.1	2	2	-3.0
COc1cc(C2(c3ccc(O)c(OC)c3)C(=O)N(C)c3ccc(C)cc32)ccc1O	0.1	0.0	-1.2	4	1	1	1	0.1	7	-6	0.3
CC(C)n1ncc2c(C(=O)O)cc(C3CC3)nc21	0.1	1.8	-1.5	2	4	-17	-1	0.4	-10	-27	-2.3
Cc1ccc(S(=O)(=O)NCCCCCC(=O)Nc2c(C)n(C)n(-c3ccccc3)c2=O)cc1	-0.4	-1.3	-1.6	-5	-5	3	-5	-1.1	3	5	1.2
O=C(CSc1nnc2ccc(-c3ccccn3)nn12)Nc1ccc(F)cc1F	0.7	0.0	-1.2	0	6	-2	-2	-0.9	-5	-10	0.5
O=C(c1ccco1)N1CCCN(Cc2cn[nH]c2-c2ccc(-c3ccccc3)cc2)CC1	1.3	-1.8	-1.6	-2	-3	-3	-4	-1.1	1	-2	7.7
CNS(=O)(=O)c1cccc(C(=O)OCC(=O)c2ccc[nH]2)c1	-2.5	1.1	-0.9	-5	-16	-4	4	-0.7	0	-8	3.9
COCC1CCCCN1C(=O)c1cccc(OC2CCN(S(C)(=O)=O)CC2)c1 (stereo not given)	-0.8	0.1	-1.4	0	-2	1	3	-0.5	0	3	1.2
Cc1cccc(N/C(N)=N/c2nc(C)cc(C)n2)c1	-0.6	1.8	-1.7	-1	-4	-4	-1	-1.7	1	-1	-2.0
CN1CCC(OC(=O)COc2ccccc2)CC1	0.3	1.5	-1.3	0	3	-1	-7	0.8	3	4	2.8
Cc1ccc([C@@H]2[C@@H]3C(=O)N(C)C(=O)[C@@H]3[C@]3(Cc4ccccc4)C(=O)N(Cc4ccccc4)CC(=O)N23)o1	-0.6	0.7	-1.1	1	-1	2	-5	0.7	1	6	-0.1
CN(C(=O)CS(=O)(=O)c1cn(CC(=O)N2CCCC2)c2ccccc12)c1ccccc1	-0.7	0.3	-0.5	-2	-8	-8	1	1.1	-1	-10	0.9
O=C(CSc1nnc(NC(=O)c2ccccc2Cl)s1)Nc1ccc2c(c1)oc1ccccc12	1.5	·	0.0	11*	1	-4	4	4.3	-6	-8	14*
CCOC(=O)NC(Nc1cc(C)ccn1)(C(F)(F)F)C(F)(F)F	0.0	1.0	-0.7	0	-3	-9	-4	-2.2	-11	-10	1.2
CCCNC(=O)Nc1nccs1	0.7	2.7	-0.5	0	-1	2	-2	-1.3	2	1	2.0
COc1ccc(NC(=O)c2cccc(OC(F)F)c2)cc1Cl	2.0	-0.9	-1.6	2	-3	1	-1	0.6	1	-1	11*
c1ccc(N2CCOCCOCCOCCOCCOCC2)cc1	0.4	0.4	-2.2	1	1	-3	-4	-0.7	1	-3	3.2
COc1ccc(-n2c(C)cc(C(=O)CCl)c2C)cc1	-2.0	-2.4	-0.4	1	6	-9	3	1.4	0	-2	-3.1
CCCCNC(=O)COC(=O)c1ccc(Cl)c(S(=O)(=O)N2CCCC2)c1	-0.6	0.3	-0.8	5	3	0	-1	-1.6	3	1	1.7
CCOC(=O)Cc1csc(NC(=O)COC(=O)/C=C/c2ccc(OC)cc2)n1	-0.7	0.2	-1.2	-4	6	-1	1	-1.3	-1	-5	3.8
Cc1cc(-c2nnc(SCc3cccnc3)o2)no1	0.9	2.2	-1.3	-1	-2	-3	-3	0.1	-2	4	0.9
COC(=O)c1ccc(Cn2c(C)c(C(=O)NCc3ccc(Cl)c(Cl)c3)sc2=O)o1	-1.1	·	-2.0	-3	-7	5	5	-3.7	-4	0	-3.8
Fc1ccc(Sc2ccccc2CNC2=NCCN2)cc1	-1.1	-1.7	-1.7	-3	-1	4	-6	-2.5	7	9	-0.5
O=c1cc(CN2CCOCC2)c2cc(Cl)ccc2o1	-0.3	0.5	-0.9	-1	1	0	5	-2.1	2	0	1.1
